Compound activity deposited in PubChem by National Center for Advancing Translational Sciences (NCATS).
HCMV antiviral – inhibitors of human cytomegalovirus; HFF cells, HCMV-luciferase reporter, 72 h; stronger effect = lower value; activity change, negative = inhibition, % at 57.5 µM; 410,000 compounds, 4.5% hits; AID 1259415; in the data active means activity change below about -60%; inconclusive means no clear call, values can overlap the other calls; inactive means above about -39%
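Cell-based, HFFs, 1000 cells/well, 16 h 37C; cpds in DMSO + HCMV-luc, MOI 1 PFU/cell; 72 h 37C; OneGlo luminescence after 5 min RT; norm. to buffer vs Salinomycin 10uM.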
Sm TGR block – S. mansoni TGR enzyme inhibition. Q962Y6. Potency, µM (titrated, usually from 114 µM), for the others: at the highest dose activity change, negative = inhibition, actives largely listed as inhibitors. AID 485364. 360,000 compounds, 3% hits. purified TGR, DTNB reduction, TNB absorbance 405 nm; further: potency means the concentration at half of the fitted maximal effect; nearly all actives have a fitted effect of over 60% in size
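Kinetic colorimetric format: TGR-catalysed, NADPH-driven DTNB reduction monitored via TNB absorbance. Enzyme dispensed at 20 nM; compound exposure 15 min at room temperature before reaction start.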
Giardia FBPA inh – Giardia lamblia aldolase inhibition; A8B2U2; purified Giardia FBPA; Potency, µM (top dose mostly 59.6 µM), for the others: top-dose activity, negative = inhibition, actives largely listed as inhibitors; 290,000 compounds, 0.71% hits; AID 2451; further: potency means the concentration at half of the fitted maximal effect; nearly all actives have a fitted effect of over 55% in size
Target sequence (A8B2U2 whole entry, looked up): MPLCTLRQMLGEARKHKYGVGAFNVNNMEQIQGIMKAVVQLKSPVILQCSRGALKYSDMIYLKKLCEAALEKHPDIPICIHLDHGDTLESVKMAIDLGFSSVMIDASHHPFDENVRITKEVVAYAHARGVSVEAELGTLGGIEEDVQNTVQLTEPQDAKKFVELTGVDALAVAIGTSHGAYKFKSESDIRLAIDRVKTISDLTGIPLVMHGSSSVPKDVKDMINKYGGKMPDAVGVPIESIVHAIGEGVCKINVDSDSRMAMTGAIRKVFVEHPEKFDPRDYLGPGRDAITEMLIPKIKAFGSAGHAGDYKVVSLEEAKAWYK
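Giardia FBPA (40 nM reagent) was preincubated 10 min at RT with compound (up to 57.5 uM final), then substrate plus GAPDH/TPI/NAD/arsenate coupling system with diaphorase/resazurin was added; resorufin fluorescence (525/598 nm) was read after 20 min.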
AmpC detergent – inhibitors of E. coli AmpC beta-lactamase with detergent; AmpC hydrolysis of nitrocefin, absorbance 480 nm, 0.01% Triton; Potency, µM (highest dose often 114 µM), for the others: top-dose activity change, negative = inhibition, most hits filed as inhibitors; 370,000 compounds, 0.041% hits; AID 485294;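 further: potency means the concentration at half of the fitted maximal effect; 0% = no-compound wells and -100% = no-enzyme wells; nearly all actives have a fitted effect of over 25% in size; some results filed as inactive show a strong effect at the top dose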
Target sequence (P00811 whole entry, looked up): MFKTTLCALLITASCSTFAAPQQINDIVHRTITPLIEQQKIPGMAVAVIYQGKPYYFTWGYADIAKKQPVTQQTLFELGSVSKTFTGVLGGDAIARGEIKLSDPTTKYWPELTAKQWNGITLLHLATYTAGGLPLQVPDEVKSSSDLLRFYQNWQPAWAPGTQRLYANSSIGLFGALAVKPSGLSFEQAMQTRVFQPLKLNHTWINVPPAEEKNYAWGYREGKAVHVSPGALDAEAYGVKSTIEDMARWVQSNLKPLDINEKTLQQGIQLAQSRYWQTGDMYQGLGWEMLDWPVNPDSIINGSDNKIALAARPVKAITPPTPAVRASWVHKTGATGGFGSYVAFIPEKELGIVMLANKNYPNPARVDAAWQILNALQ
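20 mM phosphate pH 7.0 + 0.01% (detergent screen) or 0.0001% Triton X-100; 5.3 nM AmpC reagent; cpd preinc 15 min RT; nitrocefin (800 uM stock) to start; A480 q20 s × 4 min; Activity was normalised to no-enzyme and no-compound control wells.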
HCV inhibitor – HCV inhibition | Huh7.5.1 HCVcc-Cre infection, luciferase reporter, 44 h | Potency, µM (top dose mostly 41.8 µM), for inactives: at the top dose activity change, negative = inhibition, most hits filed as inhibitors | 340,000 compounds, 3.4% hits | AID 651820; further: potency means the concentration at half of the fitted maximal effect
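Infectious HCVcc-Cre (~0.5 moi) was added to cells just after compound, with cells seeded 4 h earlier at 1,000 per well. Luciferase activity after 44 h culture reported infection; substrate was incubated 15 min at room temperature before reading.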
AMA1-RON2 inh – disrupts binding of P. falciparum AMA1 to RON2; AlphaScreen AMA1-biotinylated RON2 peptide binding; Potency, µM (top dose mostly 58.2 µM), without a hit: at the highest dose activity change, negative = inhibition, usual class: inhibitors; 360,000 compounds, 0.2% hits;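 further: potency means the concentration at half of the fitted maximal effect; 0% = vehicle wells and -100% = peptide control; nearly all actives have a fitted effect of over 45% in size; some results filed as inactive show a strong effect at the top dose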
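AMA1 (3D7) with his tag at 25 nM final met compounds first, then biotinylated RON2 peptide at 25 nM; detection used donor plus acceptor beads, 10 µg/mL apiece, read by AlphaScreen after 30 min at room temperature.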
Starred values were filed as active, the others as inactive; ? = inconclusive; / = not tested or not shown; & = joins results of further samples; [ ] = remark or other dose. Unless noted, the call rests on the fitted dose curve; in most records, active means well fitted curve in the direction sought with a large enough effect; inconclusive means small, poorly fitted or top-dose-only effect, or another doubt; inactive means no such curve, though single readings can be large; an effect the other way counts as inactive or inconclusive. Unless noted, on the % scale 0 is the no-effect control and ±100 the full control effect. Hits appear at their usual frequency. About 9.3% of those tested had a hit in this group.

Molecule	HCMV antiviral	Sm TGR block	Giardia FBPA inh	AmpC detergent	HCV inhibitor	AMA1-RON2 inh
COc1ccc(N2CCN(C(CNS(=O)(=O)c3ccc4c(c3)OCCO4)c3ccco3)CC2)cc1 (stereo not given)	-35.8	-13.1%	-5.8%	?	?	?
Cc1cc(NC(=O)CCNS(=O)(=O)c2ccc3c(c2)oc(=O)n3C)ccc1Br	-9.0	-11.5%	/	-2.1%	/	/
COc1ccc(/C=C/C(=O)O)cc1S(=O)(=O)NCc1ccco1	11.4	?	1.5%	-9.7%	7.7%	-9.2%
COc1ccccc1C(=O)C1CCCN(C(=O)c2ccc(C(C)=O)s2)C1 (stereo not given)	?	-17.5%	/	0.6%	2.9%	-4.0%
CCOC(=O)c1c(C)[nH]c(C)c1S(=O)(=O)NC(CC)CN1CCOCC1 (stereo not given)	1.1	3.8%	6.6%	?	12.5%	4.5%
Fc1ccc(-c2csc3ncnc(N4CCN(Cc5ccccc5)CC4)c23)cc1	?	-20.0%	/	?	-14.6%	5.8%
COc1ccc(CNC(=O)C2CCCN(S(=O)(=O)c3ccccc3)C2)cc1 (stereo not given)	13.8	-22.8%	3.3%	1.8%	0.2%	0.0%
Cc1cc(C)n(-c2nc(NCCO)c3c4c(sc3n2)CCCC4)n1	-28.5	3.2%	1.0%	-5.8%	7.08µM*	17.2%
CS(=O)(=O)c1cccc(C(=O)Nc2nnc(C3=COCCO3)o2)c1	-11.6	-0.5%	/	0.2%	11.2%	-18.1%
C=CCNC(=O)COc1cc(C)ccc1C	8.3	3.5%	7.1%	-2.0%	30.6%[activator]	-2.2%
Cc1ccccc1-c1noc(CCC(=O)NCC2CCCO2)n1 (stereo not given)	99.2	-10.9%	-0.8%	1.7%	4.6%	0.7%
CCN(CC)CCNC(=O)COc1ccc(OC)cc1	-2.4&12.6	-0.7%&-0.6%	-2.7%	?	-11.8%&5.9%	-4.6%&5.7%
CCc1c(C)nc2cc(-c3ccccc3)[nH]n2c1=O	31.8	-14.5%	-22.8%	?	7.3%	-2.9%
Cc1nnc2c3ccccc3c(-c3cccc4ccccc34)nn12	45.8	-20.0%	5.0%	1.8%	2.7%	1.9%
CC(=O)c1cccc(N=C2NC(=O)CS2)c1	16.9	-4.1%	-5.2%	-4.0%	-6.7%	13.2%
Cc1ccccc1-n1c(SCC(=O)c2c(N)n(C)c(=O)n(C)c2=O)nc2sc3c(c2c1=O)CCCC3	16.6	0.7%	-9.7%	-0.3%	?	-12.4%
CC(C)Cn1c(SCC(=O)N2CCCCC2)nc2ccccc2c1=O	?	-5.3%	1.3%	-1.8%	?	-4.2%
O=C(C[n+]1ccc(-c2nnc3n2CCC3)cc1)c1ccc(Cl)cc1	-13.6	7.5%	-1.4%	4.3%	-2.1%	-6.8%
COc1ccc(S(=O)(=O)N2CCN(c3ccc4nnc(-c5ccccc5)n4n3)CC2)cc1	-19.0	6.9%	-0.1%	-13.9%	?	-10.2%
COc1ccc2c(c1OC)C(=O)OC2Nc1nc2ccccc2s1 (stereo not given)	24.3	13.6%	6.0%	-7.3%	21.6%	9.8%
COc1ccc2nc3ccccc3nc2c1NC(=O)c1ccc(Cl)cc1Cl	?	-3.1%	?	-16.0%	4.9%	-6.2%
O=C(Nc1cccc(C(=O)N2CCCCC2)c1)C1CCCCC1	-3.1	/	/	/	-2.7%	-8.1%
O=C(CCCc1cccs1)Nc1nccs1	-7.3	-0.8%	-0.1%	-9.9%	4.3%	32.2%[activator]
Cc1cccc(OCC(=O)N/N=C/c2cc([N+](=O)[O-])ccc2N2CCOCC2)c1	9.0	-8.3%	?	-4.6%	?	-9.8%
CCOC(=O)c1[nH]c(C)c(C(=O)NCCCOC(C)C)c1C	-3.4	0.7%	1.0%	-9.6%	-17.0%	-0.6%
Cc1ccc(S(=O)(=O)c2cn(C)c3cc(N4CCCCCC4)c(F)cc3c2=O)cc1	-10.2	-3.8%	/	1.5%	/	/
CC1CC(C)CN(C(=O)COc2ccc(-c3nnco3)cc2)C1 (stereo not given)	0.5	13.4%	-0.3%	-0.8%	6.6%	2.7%
O=C(CN(c1ccc(F)cc1)S(=O)(=O)c1ccccc1)NCc1ccco1	-1.4	0.0%	6.2%	-12.1%	19.3%	-6.8%
Cc1cc(OCC(=O)O)c2cccc(C)c2n1	71.6	2.7%[11.4 µM]	-0.7%	-10.4%	7.0%	2.5%
Cc1ccc(NC(=O)NCCCN2CCCC2=O)cc1Cl	70.9	-6.0%	12.2%	-0.2%	5.2%	-7.8%

(next part)
Molecule	HCMV antiviral	Sm TGR block	Giardia FBPA inh	AmpC detergent	HCV inhibitor	AMA1-RON2 inh
CCCN(CCC)c1nc(N)c(C#N)c(CC#N)c1C#N	/	2.6%	?	-5.8%	?	-1.1%
Cn1nc(C(=O)NC2CCC(O)CC2)c2ccccc2c1=O (stereo not given)	-64.5*	1.2%	/	8.0%	11.8%	0.9%
CCOc1ccc2ccccc2c1/C=N/NC(=O)CNC(=O)C(c1ccccc1)c1ccccc1	?	-0.5%	0.8%	0.7%	?	-5.8%
CCNC(=O)NC(=O)C(C)OC(=O)c1c(C)nn(Cc2ccccc2)c1Cl (stereo not given)	1.5	-1.1%	-1.2%	-7.3%	12.2%	9.4%
O=C(NC(=S)Nc1ccccc1N1CCCC1)c1ccccc1Br	-27.9	-2.5%	/	-2.5%	/	/
CCC(C)C(=O)Nc1ccc(OC)cc1[N+](=O)[O-] (stereo not given)	6.5	-5.2%	1.3%	-4.7%	-3.7%	-21.5%
CCN(CC)S(=O)(=O)c1ccc(NC(=O)c2cc3ccc4cccnc4c3[nH]2)cc1	?	-1.3%	/	16.8%	/	/
CCN(CC(=O)Nc1cc(Cl)ccc1C)C(=O)CSCc1ccc(C)cc1	-5.5	10.1%	/	-9.6%	-4.4%	44.8%[activator]
O=C(COc1cccnc1[N+](=O)[O-])Nc1cccc(Br)c1	20.9	/	/	/	-12.6%	-8.6%
NS(=O)(=O)c1ccc(CCNC(=O)CCCNC(=O)c2ccc(Cl)cc2)cc1	-25.0	0.4%	-3.7%	?	5.5%	2.8%
CCN(C(=O)N1CCOCC1)c1ccccc1	-6.9	12.2%	-4.4%	-4.7%	19.5%	-13.0%
CCN(CC)CCCNC(=O)c1nn(-c2ccc(OC)c(Cl)c2)c(=O)c2c1c1ccccc1n2C	18.8	8.5%	/	0.2%	/	/
COc1ccc(C(=O)N/N=C(\c2ccccc2)c2ccccn2)cc1	-98.8*	-8.6%	-14.4%	0.9%	2.82µM*	26.7%
CC(CN1CCN(C)CC1)OC(=O)c1ccc(F)cc1 (stereo not given)	-71.4*	8.7%	-0.2%	1.2%	3.2%	0.0%
Cc1ccc2[nH]c3c(c2c1)CCCC3C(N)=O (stereo not given)	55.6	-11.0%	-10.5%	4.5%	-3.9%	4.5%
COc1ccccc1OCCn1cc(C(=O)O)c2ccccc21	-27.6	14.0%	13.0%	0.2%	5.9%	0.4%
COC(=O)COc1ccc(S(=O)(=O)Nc2cc([N+](=O)[O-])ccc2C)cc1	-37.1	3.1%	5.0%	?	6.2%	12.1%
Cc1ccc(NCc2nnc(SCC(=O)NCc3ccco3)n2CC2CCCO2)c(C)c1 (stereo not given)	4.3	-31.3%	7.0%	?	1.7%&19.2%	0.6%
O=C(CCNS(=O)(=O)c1ccccc1C(F)(F)F)N1CCN(S(=O)(=O)c2cccc(F)c2)CC1	-36.9	-11.2%	/	-11.9%	-2.9%	89.5%[activator]
COc1ccc(OC)c(CNC(=O)Cn2nc(C)c3c(C)n(-c4ccc(C)cc4)nc3c2=O)c1	?	-21.4%	-4.2%	-0.2%	3.98µM*	-7.3%
CC(=O)c1c(C)[nH]c(C(=O)NCCc2c[nH]c3ccccc23)c1C	131.7	0.7%	-17.3%	-17.2%	?	-8.2%
CCCN1CCC2(CC1)NC(C(=O)O)Cc1c2[nH]c2ccccc12 (stereo not given)	/	25.1µM*	-0.5%	6.8%	2.8%	7.2%
COc1cccc(C(=O)Nn2c(C)nnc2-n2nc(C)cc2C)c1	-6.6	3.8%	-9.6%	?	4.0%	7.5%
CCCCCC#CCN1CCN(C23CC4CC(CC(C4)C2)C3)CC1	/	4.3%	/	8.5%	?	-2.7%
Cc1c(C(=O)Nc2cccc(S(=O)(=O)N3CCOCC3)c2)oc2ccccc12	74.9	/	/	/	14.1µM*	6.5%
CCOc1ccccc1NC(=O)c1cccn(Cc2ccccc2C)c1=O	3.5	-2.4%	/	1.4%	/	/
CC(=O)c1nc2ccccc2n1CCc1ccccc1	14.2	9.4%	-2.2%	5.2%	3.4%	15.5%
O=C(Cc1ccccc1)N1CCN(c2ccc([N+](=O)[O-])cc2)CC1	-63.6*	0.5%	3.3%	-7.0%	-15.8%	-8.5%
O=C(c1ccc2c(c1)N(Cc1ccccc1F)C(=O)c1ccccc1S2(=O)=O)N1CCN(c2ccccn2)CC1	-12.5	0.9%	/	-7.0%	/	/
CCOC(=O)C1(C)NC(c2cccs2)C2C(=O)N(c3ccccc3)C(=O)C21 (stereo not given)	-16.0	0.5%	1.8%	?	-10.0%	-6.7%

Carrying on:
Molecule	HCMV antiviral	Sm TGR block	Giardia FBPA inh	AmpC detergent	HCV inhibitor	AMA1-RON2 inh
COc1ccc(-c2[nH]ncc2CN2CCN(c3ccccn3)CC2)c(OC)c1	-18.3	0.9%	2.2%	3.8%	11.4%	-5.8%
Cc1ccc(C)c(N2CCN(c3cnn(-c4nc5ccccc5s4)c(=O)c3Cl)CC2)c1	59.7	7.0%	6.1%	0.6%	9.7%	5.8%[11.6 µM]
O=C(C[C@H]1C/C=C\CCC(=O)OC[C@H]2CCCN2C1=O)NCCO	-5.7	/	/	/	16.7%	-5.8%
CSc1nc2ncc(-c3ccsc3)c(N)n2n1	-16.0	-2.8%	-1.4%	-13.9%	19.3%	9.4%
Cc1ccccc1OCC(O)Cn1c(NCCN(C)C)nc2c1c(=O)n(C)c(=O)n2C (stereo not given)	26.9	-1.0%	-0.9%	0.0%	/	/
